IkB sig inh = IkB pathway inhibition in ABC-DLBCL cells; Potency, µM (series often up to 57.1 µM), inactives show at the highest dose IkBa stabilization activation; ABC-DLBCL IkBa-CBG/CBR dual luciferase ratio, 4 h; response scale: scaled: untreated 0%, proteasome inhibitor 100%; AID 445; 0.04% of 110,000 active; active means well fitted curve in the direction sought with a large enough effect in the signal ratio, not every such curve was filed as active; inconclusive means small, poorly fitted or top-dose-only effect, or a change in a side signal; the % refers to the signal ratio;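 further: the direction sought is a rising ratio; 0% = basal untreated cells and 100% = reference inhibitor full response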
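Luminescence ratio of IκBα-fused green versus native red beetle luciferase in OCI-Ly3 cells, 4 h post-doxycycline with compound; red signal alone, scaled from basal (0%) to zero light (-100%), flagged nonspecific or cytotoxic effects.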
Imprint erasure = inducers of genomic imprint erasure in mouse ES cells. mouse ES Peg3-LacZ reporter, beta-gal luminescence, 40 h. 0.02% of 110,000 active. Potency, µM (series often up to 60.7 µM), for the others: top-dose activity change, positive = activation, actives largely listed as activators. AID 1948;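 further: 0% = negative control wells on the plate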
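Gelatin-coated wells received 300 freshly trypsinized female ES cells with a Peg3LacZ-Neo reporter on the maternal allele, then incubated 40 hours at 37C. BetaGlo was added for 5 minutes at room temperature before a single luminescence read.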
p53ts 39C tox = cytotoxicity in p53ts cells at nonpermissive temperature. H1299-p53A138V viability at 39C, ATP luminescence, 24 h. Potency, µM (highest dose often 46.1 µM), for inactives: top-dose activity change, negative = cell killing, most hits filed as cytotoxic. 1.5% of 130,000 active. AID 902; further: nearly all actives have a fitted effect of over 55% in size
p53ts 32C tox = p53ts cell cytotoxicity, permissive temperature. H1299-p53A138V at 32C, ATP luminescence viability, 24 h. Potency, µM (series often up to 46.1 µM), for inactives: at the highest dose activity change, negative = cytotoxicity, hits mostly cytotoxic. 0.93% of 130,000 active. AID 924;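 further: 0% = DMSO and -100% = full killing by reference compound; nearly all actives have a fitted effect of over 55% in size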
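ATP-content luminescence (ATPlite) read-out after 24 h compound exposure at 32C in H1299-p53A138V cells (600/well). Tested up to 46 uM. Normalized to DMSO (0%) and 100 uM tamoxifen (100% killing); Hill-fit AC50.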
* marks the source's active call; other numbers are inactive results; ? = inconclusive; . = no result given; & = joins results of further samples; [ ] = dose if it differs, or a comment. Unless noted, the call rests on the fitted dose curve; in most records, active means well fitted curve in the direction sought with a large enough effect; inconclusive means small, poorly fitted or top-dose-only effect, or another doubt; inactive means no such curve, though single readings can be large; an effect the other way counts as inactive or inconclusive. Unless noted, on the % scale 0 is the no-effect control and ±100 the full control effect; potency means the concentration at half of the fitted maximal effect.

Below each SMILES – IkB sig inh | Imprint erasure | p53ts 39C tox | p53ts 32C tox
> Cc1ccsc1CN(C(=O)c1oc2ccc(F)cc2c1C)C1CCS(=O)(=O)C1 (stereo unspecified)
→ ? | -2.8%[10.9 µM] | 15.5% | 5.4%
> COc1ccc(OC)c(CCNC(=O)CN2C(=O)COc3ccc(S(=O)(=O)N4CCC(C)CC4)cc32)c1
→ ? | -8.4%[10.9 µM] | 1.9% | 7.3%
> CCCCS(=N)(=O)CCC(N)C(=O)O (stereo unspecified)
→ . | 15.1%&-5.1% | -2.4% | 6.6%
> CS(=O)(=O)c1ncc(Cl)c(C(=O)N(Cc2ccc(Cl)cc2)Cc2ccco2)n1
→ ? | -40.3%[inhibitor][10.9 µM] | 3.16µM* | 28.2µM*
> Cc1ccc(-c2nnn(CC(=O)N(CC3CCCO3)C(C(=O)NC(C)(C)C)c3ccc(F)cc3)n2)o1 (stereo unspecified)
→ 0.2% | -5.8% | 5.1% | 2.4%
> c1ccc(-c2nc(-c3ccncc3)no2)cc1
→ 2.4% | -84.1%[inhibitor] | -17.5% | -20.8%
> CCOC(=O)c1cnc2c(C)c(Cl)ccc2c1Nc1ccc(C)cc1C
→ 10.3% | -6.7%[10.9 µM] | 36.6%[activator] | -7.3%
> CS(=O)(=O)Nc1ccc([N+](=O)[O-])cc1OC1CCCCC1
→ 0.2% | -7.6% | -2.3% | -9.2%
> CCN1C=CC(=C2C(=O)c3ccccc3C2=O)C=C1
→ ? | -93.9%[inhibitor] | 0.251µM* | 0.251µM*
> O=C(O)CCC(=O)CCC(=O)c1ccccc1
→ 0.5% | -11.7% | -9.1% | -3.7%
> CCOc1ccccc1NC(=O)c1c(NC(=O)c2cccc(C)c2)sc2c1CCCC2
→ 2.6% | -8.8%[10.9 µM] | 2.2% | 0.2%
> CCOc1ccccc1C(=O)Nc1nnc(CC)s1
→ . | . | -19.5% | -23.8%
> O=[N+]([O-])c1ccc2c(c1)Cc1cc(N=Cc3ccc4c(c3)OCO4)ccc1-2
→ 0.4%[11.4 µM] | 4.6%[10.9 µM] | -0.3%[9.22 µM] | 3.5%[9.22 µM]
> Cc1ccc(N2CCN(C(=O)c3ccccc3Br)CC2)c(C)c1
→ ? | -22.7% | -1.8% | 7.1%
> O=C(CN1CCOCC1)Nc1ccc(S(=O)(=O)NC2CCCCC2)cc1
→ 1.4% | -3.8% | 14.5% | 3.6%
> CS(=O)(=O)Nc1cccc(C(=O)CC2(O)C(=O)Nc3ccc(Br)cc32)c1 (stereo unspecified)
→ 6.6% | -20.0% | ? | 11.4%
> Nc1cc(N)c(OCC(F)(F)F)cc1OCC(F)(F)F
→ ? | -13.9% | -14.4% | -16.4%
> O=C(NCCCN1CCOCC1)c1ccc(CS(=O)(=O)c2cccc(C(F)(F)F)c2)o1
→ -0.5% | 7.6% | 4.5% | -19.7%
> COc1ccccc1OCc1nc(-c2cccc(C)c2)no1
→ ? | -13.8%[10.9 µM] | ? | ?
> COc1ccc(CCNC(=O)c2c(C)oc3ncn(CC(C)C)c(=O)c23)c(OC)c1
→ -1.0% | -7.3%[10.9 µM] | -12.9% | -2.7%
> Cc1nn(Cc2ccccc2)c(C)c1C(=O)OCC(=O)c1cc(C)n(C2CC2)c1C
→ ? | -17.7% | 6.6% | 10.8%
> Cn1c(SCC(=O)Nc2nc3ccccc3s2)ncc(C(=O)Nc2ccc(Cl)cc2)c1=O
→ ? | -7.6%[10.9 µM] | -14.7% | -4.0%
> CCN1C(=O)[C@H]2[C@H]3[C@H](O)[C@H](O)C/C(=N/OCc4ccccc4)[C@@H]3CC[C@@H]2C1=O
→ . | . | 1.4%[9.22 µM] | 7.7%[9.22 µM]
> O=C(CCSCc1ccccc1Cl)N1CCN(c2cccc(Cl)c2)CC1
→ ? | -8.1%[10.9 µM] | ? | -3.7%
> Cc1c(C(=O)NCc2ccccc2Cl)oc2c1C(=O)CCC2
→ 1.3% | -10.6% | -10.3% | -7.4%
> O=C(CSc1ccc2nnc(-c3ccc(Cl)cc3)n2n1)N1CCCC1
→ -2.2% | -7.7% | 11.6% | 1.1%
> Cc1ccc(-c2onc(C)c2C)cc1S(=O)(=O)N1CCCCC1
→ 5.7% | 5.7%[10.9 µM] | -7.9% | 4.7%
> Cc1cc(Br)ccc1NC(=O)Cn1cnc2sc(C)c(S(=O)(=O)N3CCN(C)CC3)c2c1=O
→ 2.1% | -11.3%[10.9 µM] | -11.1% | -6.6%
> O=C(CSc1ncnc2c1cnn2-c1ccccc1)Nc1ccc2c(c1)OCO2
→ ? | -25.0% | -9.0% | -11.0%
> COc1cccc(CNC(=O)CCn2c(=O)c3cccn3c3cccnc32)c1
→ 0.6% | -13.5%[10.9 µM] | 4.8% | 6.5%
> CCOC(=O)C(CCc1ccccc1)NC(C)C(=O)N1CCCC1C(=O)O (stereo unspecified)
→ . | -10.7% | -2.9% | -4.9%
> CC1CCC(C(=O)O)NC1c1ccc(C#CCN(C)C)cc1 (stereo unspecified)
→ . | . | 1.3%[9.22 µM] | 6.9%[9.22 µM]
> COc1ccc(-c2cc3nc(C)c(CCC(=O)NC(C)c4ccccc4)c(C)n3n2)c(OC)c1 (stereo unspecified)
→ ? | -8.3%[10.9 µM] | -10.9% | 2.1%
> COc1ccc(-c2nc3c(c(SC)n2)Cc2c(CO)cnc(C)c2O3)cc1
→ -2.1% | -4.5%[10.9 µM] | 1.9% | -5.8%
> O=C1CCCN1CCC1CCN(C(=O)Nc2ccccc2)CC1
→ -2.2% | -12.1% | -0.6% | 6.0%
> N#CC1(O)CCCCC1
→ -1.5% | 4.0% | 4.9% | -11.9%[1.84 µM]
> COc1ccc(S(=O)(=O)N(CC(=O)Nc2ccc(Br)cc2)Cc2ccccc2)cc1
→ -0.8% | -5.9%[10.9 µM] | -2.6% | -8.5%
> CCOC(=O)c1c(C)[nH]c(C)c1S(=O)(=O)N1CCCC(C(=O)N2CCN(c3ccc(Cl)cc3)CC2)C1 (stereo unspecified)
→ ? | -11.7%[10.9 µM] | -17.3% | 6.3%
> CCOC(=O)CC(C(=O)OCC)P(=O)(c1ccccc1)c1ccccc1 (stereo unspecified)
→ 0.8% | -3.0% | -1.3% | -5.0%
> COc1ccc2cc(C(=O)OC(C)C)sc(=O)c2c1OC
→ -2.9% | -24.2% | -17.2% | -22.3%

The closing 4 records of the part above come first, to join the parts:
Below each SMILES – IkB sig inh | Imprint erasure | p53ts 39C tox | p53ts 32C tox
> COc1ccc(S(=O)(=O)N(CC(=O)Nc2ccc(Br)cc2)Cc2ccccc2)cc1
→ -0.8% | -5.9%[10.9 µM] | -2.6% | -8.5%
> CCOC(=O)c1c(C)[nH]c(C)c1S(=O)(=O)N1CCCC(C(=O)N2CCN(c3ccc(Cl)cc3)CC2)C1 (stereo unspecified)
→ ? | -11.7%[10.9 µM] | -17.3% | 6.3%
> CCOC(=O)CC(C(=O)OCC)P(=O)(c1ccccc1)c1ccccc1 (stereo unspecified)
→ 0.8% | -3.0% | -1.3% | -5.0%
> COc1ccc2cc(C(=O)OC(C)C)sc(=O)c2c1OC
→ -2.9% | -24.2% | -17.2% | -22.3%
> CS(=O)(=O)N1CCC[C@@]2(CCN(c3ccncc3)C2)C1
→ 2.5%[11.4 µM] | . | -6.6% | -7.6%
> COc1ccc(C2(C(=O)N3CCCC3)CCOCC2)cc1OC
→ . | . | -3.6% | -8.7%
> O=C(NCCc1ccccc1)c1ccc2c(c1)N(Cc1c(F)cccc1Cl)C(=O)CS2
→ ? | -3.0%[10.9 µM] | 17.4% | 2.0%
> CCOC(=O)CCN1C(=O)[C@H]2[C@H]3[C@H](O)[C@H](O)C/C(=N/OC[C@@H](O)COCc4ccco4)[C@@H]3CC[C@@H]2C1=O
→ . | . | 16.1%[9.22 µM] | 12.9%[9.22 µM]
> O=C(O)c1ccc(-n2c(/C=C\c3ccc(O)cc3)nc3ccccc3c2=O)cc1
→ ? | 18.0%[10.9 µM] | 3.9% | 9.3%
> NC(=O)c1ccccc1NC(=O)CN1CCOCC1
→ -1.9% | 8.8% | 4.1% | 11.3%
> CCC(O)CNc1nc(-n2nc(C)cc2C)nc2sc3c(c12)CCCC3 (stereo unspecified)
→ 0.8% | 2.7% | 9.3% | 2.9%
> CCc1cc(Br)ccc1NC(=O)C1CCCO1 (stereo unspecified)
→ -0.3% | -12.2% | 10.4% | 6.5%
> CCOc1ccc(S(=O)(=O)n2nnc3ccccc32)cc1C
→ -1.9% | 3.9% | 1.5% | 0.1%
> CCOc1ccc2[nH]c(=O)c(CN(C(=O)N3CCOCC3)C3CC3)cc2c1
→ -1.1% | 4.1% | -0.2% | -5.3%
> COc1ccc(CNC(=O)c2cc3cccc4c3n2CC(C)S4)cc1 (stereo unspecified)
→ 1.8% | 3.4%[10.9 µM] | -23.1% | 7.5%
> Cc1cc(OCC(=O)O)c2cccc(C)c2n1
→ -0.6% | 0.5% | -0.7% | 6.7%
> Cc1ccc(Cl)cc1NC(=O)C1CCCN(c2cnccn2)C1 (stereo unspecified)
→ ? | 8.1%[10.9 µM] | -7.3% | 3.4%
> Cc1ccc(C(=O)CC(C(=O)O)n2ccc(C)n2)cc1 (stereo unspecified)
→ 1.4% | -4.9% | 5.4% | 0.2%
> CC(=O)c1ccc(N2CCN(c3nc4c(S(=O)(=O)c5ccc(C)c(C)c5)nnn4c4ccc(Cl)cc34)CC2)cc1
→ ? | -2.2%[10.9 µM] | 13.4% | 2.5%
> Cc1cc(OCc2nc(-c3cccnc3)no2)c(C)cc1Br
→ -1.8% | -5.4% | 12.1% | 18.6%
> COc1cccc(NS(=O)(=O)c2ccc3c(c2)[C@H]2C=CC[C@H]2[C@@H](c2ccccc2Cl)N3)c1
→ ? | -16.1%[10.9 µM] | ? | 31.1%[activator]
> Cc1ccc2c(=O)c(C(=O)c3cccc(Cl)c3)cn(CC(=O)NCc3ccccc3)c2n1
→ 1.5% | 3.8%[10.9 µM] | 23.8% | 7.3%
> COc1ccc(S(=O)(=O)N2CCCC(C(=O)Nc3ccc(NC(=O)c4ccccn4)cc3)C2)cc1 (stereo unspecified)
→ 2.5% | -42.9%[inhibitor] | -27.5% | -16.3%
> Cc1nn(-c2ccccc2)c2sc(C(=O)c3c(N)n(C)c(=O)n(C)c3=O)cc12
→ 0.6% | -8.1% | 2.4% | 7.5%
> COc1ccc(N2C(=O)NC(NS(=O)(=O)c3ccc(Cl)cc3)(C(F)(F)F)C2=O)cc1 (stereo unspecified)
→ -0.1% | -5.9%[10.9 µM] | 15.0% | -7.0%
> COC(=O)C1C(=O)c2c([nH]c(C(=O)OC3CCCC3C)c2C)CC1C (stereo unspecified)
→ 10.1% | -25.8% | -28.3% | ?
> COc1cccc(CN2CCc3nc(SCC(=O)Nc4ccccc4)[nH]c(=O)c3C2)c1
→ 1.2% | -3.8%[10.9 µM] | -3.0% | 6.4%

3 of the entries above in order of the Imprint erasure value, low to high:
Compound | Imprint erasure
Cc1nn(-c2ccccc2)c2sc(C(=O)c3c(N)n(C)c(=O)n(C)c3=O)cc12 | -8.1%
Cc1cc(OCc2nc(-c3cccnc3)no2)c(C)cc1Br | -5.4%
CCOc1ccc2[nH]c(=O)c(CN(C(=O)N3CCOCC3)C3CC3)cc2c1 | 4.1%

Pulled by compound from the entries so far, 2 records:
Below each SMILES – IkB sig inh | Imprint erasure | p53ts 39C tox | p53ts 32C tox
> CCOc1ccc(S(=O)(=O)n2nnc3ccccc32)cc1C
→ -1.9% | 3.9% | 1.5% | 0.1%
> Cc1cc(OCC(=O)O)c2cccc(C)c2n1
→ -0.6% | 0.5% | -0.7% | 6.7%

Screening results from PubChem.
